# From PubChem BioAssay
# KLK5 inh = kallikrein 5 (human) inhibition; Q9Y337; recombinant hK5, fluorogenic AMC substrate cleavage; inhibition, % at 5 µM; hit rate 0.59% among 210,000; AID 873;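 active = inhibition of 40% or more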;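 also: 0% = enzyme controls without compound and 100% = no-enzyme blanks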
# Target sequence (Q9Y337 67-293 limits assumed): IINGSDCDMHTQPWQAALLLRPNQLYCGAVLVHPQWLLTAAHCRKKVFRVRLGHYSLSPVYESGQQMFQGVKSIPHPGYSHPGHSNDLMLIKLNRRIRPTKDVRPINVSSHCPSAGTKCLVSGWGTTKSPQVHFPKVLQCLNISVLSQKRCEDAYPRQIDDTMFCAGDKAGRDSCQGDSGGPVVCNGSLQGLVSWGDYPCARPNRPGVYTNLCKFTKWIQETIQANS
# Cl transport mod = KCC2 (human) Cl- transport modulation. Q9H2X9. KCC2 cells, thallium flux FluoZin-2 fluorescence. B-score of Tl+ flux slope (higher = more flux/activation; lower = inhibition) at 10 µM. hit rate 2.2% among 190,000;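 active = thallium flux slope and its plate-corrected score both differing from the plate sample mean at a set confidence after two filtering rounds, in either direction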;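 also: slope of fluorescence scaled to starting intensity during 10 to 20 s after thallium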
# FXIIa inh = factor XIIa (human) inhibition | P00748 | purified FXIIa, Boc-QGR-AMC fluorogenic substrate, 2 h | inhibition, % at 5 µM | hit rate 0.3% among 220,000 | AID 800; in the data active = inhibition above about 40%;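 also: 0% = enzyme with no compound and 100% = blank without enzyme; many of its hits are not listed in these tables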
# Target sequence (P00748 20-372 limits assumed): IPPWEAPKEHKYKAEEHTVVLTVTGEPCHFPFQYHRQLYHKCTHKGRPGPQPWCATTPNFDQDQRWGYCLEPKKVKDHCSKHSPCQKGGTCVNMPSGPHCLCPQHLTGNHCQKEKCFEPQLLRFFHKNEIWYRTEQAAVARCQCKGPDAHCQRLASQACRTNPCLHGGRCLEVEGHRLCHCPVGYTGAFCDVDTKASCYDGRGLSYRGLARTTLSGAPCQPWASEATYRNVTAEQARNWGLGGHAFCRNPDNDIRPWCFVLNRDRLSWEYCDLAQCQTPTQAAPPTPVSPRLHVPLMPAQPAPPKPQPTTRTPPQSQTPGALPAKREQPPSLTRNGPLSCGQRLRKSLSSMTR
# Target sequence (P00748 373-615 limits assumed): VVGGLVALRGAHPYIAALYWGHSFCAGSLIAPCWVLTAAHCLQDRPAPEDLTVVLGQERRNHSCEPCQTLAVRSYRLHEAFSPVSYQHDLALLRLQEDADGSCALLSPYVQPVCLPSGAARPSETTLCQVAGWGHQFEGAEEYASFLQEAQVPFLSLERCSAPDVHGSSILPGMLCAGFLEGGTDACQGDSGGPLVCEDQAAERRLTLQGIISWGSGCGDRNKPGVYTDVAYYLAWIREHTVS
# PERK inhibitor = inhibitors of human PERK kinase; hit rate 0.17% among 220,000; inhibition, % at 5.6 µM; Q9NZJ5; CHO PERK-DD fusion, SEAP luminescence translation reporter; AID 1416;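 active = inhibition above the mean inhibition of all tested compounds plus 3 SD, set separately per screening campaign, cut at about 2.9% in these data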;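 also: PERK kinase domain activated by AP20187 dimerizer at 100 nM; 0% = DMSO with dimerizer and 100% = rapamycin at 8.4 µM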
# Wee1 degr inh = human Wee1 degradation inhibition, primary screen; P30291; HeLa Luc-Wee1K328M stability, luciferase luminescence; 100% = proteasome inhibitor MG132 effect; reporter increase, % at 5 µM; hit rate 1.2% among 220,000; AID 1321;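 active = activation above the mean of all tested compounds plus 3 SD, set per screening run, cut at about 8.8% in these data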;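 also: cells exposed to compound for 20 h before luminescence read; 0% = DMSO alone and 100% = MG132 at 30 µM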
# FXIa inh = factor XIa (human) inhibition | hit rate 0.14% among 220,000 | purified FXIa, Boc-Glu-Ala-Arg-AMC fluorogenic substrate | inhibition, % at 5 µM | P03951;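 active = inhibition of at least 40%; inactive = inhibition below 40%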;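 also: fluorescence of freed AMC excited at 355 nm; 0% = enzyme without compound and 100% = no enzyme blank; many of its hits are not listed in these tables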
# Thrombin inh = blocks human thrombin protease activity. alpha-thrombin, Boc-VPR-AMC fluorogenic substrate cleavage. inhibition, % at 5 µM. hit rate 0.26% among 220,000. AID 1046. P00734;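 active = inhibition at or above 40%; inactive = inhibition below 40%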;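 also: 0% = enzyme with no compound and 100% = wells without enzyme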
#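 Test system: human alpha-thrombin protein / Dosing: one concentration per compound, 5 µM, with 0.2% DMSO / Medium: pH 7.5 Tris-saline with Tween 20 / Benchmarks: no-compound enzyme wells and no-enzyme blanks / Read-out basis: percent inhibition of thrombin substrate cleavage / Timing: reaction at room temperature / Measured by: fluorescence, ex 355 nm, em 460 nm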
# p97 inhibitor = blocks human p97 ATPase activity. recombinant p97 ATPase, Kinase-Glo ATP luminescence, 3 h. inhibition, % at 8 µM. hit rate 0.42% among 220,000. AID 1481; in the data active = inhibition above about 15%;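 also: 0% = DMSO vehicle and 100% = wells lacking enzyme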
# Furin inhibitor = inhibitors of human furin | purified furin, fluorogenic substrate cleavage | hit rate 0.061% among 220,000 | inhibition, % at 30 µM; in the data active = inhibition above about 25%; also: inactives centre near -15
# Active calls of the source: *; . = no result given; [ ] = another dose, or the depositor's remark.
SMILES,KLK5 inh,Cl transport mod,FXIIa inh,PERK inhibitor,Wee1 degr inh,FXIa inh,Thrombin inh,p97 inhibitor,Furin inhibitor
O=Nc1c(O)n(Cc2ccc(Cl)cc2Cl)c2ccccc12,5.4,1.33,-0.3,0.5,-1.5,-1.9,-4.8,-2.5,-7.2
O=C(NCc1ccncc1)C(=O)N/N=C/c1ccccc1OCc1ccccc1,-6.0,0.198,6.6,0.3,-1.0,-1.8,2.6,5.7,-18.6
Cn1ccnc1SCC(=O)Nc1ccccc1,-11.3,2.2,15.2,0.2,0.8,5.0,-7.4,-0.7,-8.4[20 µM]
CCN1CCN(c2ccc(NC(=O)c3cccc(OCc4ccccc4)c3)cc2)CC1,11.3,-3.3,3.0,-1.4,-1.2,-8.5,-4.6,-4.1,-5.9[20 µM]
O=C(NNC(=S)NCC1CCCO1)c1cccc(S(=O)(=O)N2CCOCC2)c1 (stereo unspecified),0.1,-0.135,4.0,0.4,0.7,0.6,-3.6,6.1,-16.3
O=C(N/N=C/c1c(O)ccc2ccccc12)c1cccc(C(F)(F)F)c1,-37.8,3.51,1.8,-0.1,1.8,3.0,-1.4,-4.5,-4.8
CC1(C)Cc2nc3oc4c(SCC(N)=O)ncnc4c3cc2CO1,-2.1,0.278,5.0,-0.7,-0.6,0.8,2.7,-3.1,-6.8
O=C(/C=C/c1ccco1)Nc1cccc(C(=O)Nc2ccccc2C(=O)O)c1,-6.5,-2.19,7.9,1.9,10.5*,7.4,0.4,45.7*,-3.4
CCOc1ccc(-n2c(=O)c3sccc3n(Cc3cccc([N+](=O)[O-])c3)c2=O)cc1,-3.1,-0.0527,4.6,0.5,1.1,-6.5,-4.9,-0.8,-14.4
COCN(C#N)c1nc(OC)nc(OC)n1,0.6,-0.339,8.2,1.2,2.5,2.7,1.9,4.2,-5.5
CCC(C)N(C(=O)c1csnn1)C(C(=O)NCc1ccc(F)cc1)c1ccco1 (stereo unspecified),5.7,-0.139,14.5,-1.1,2.3,-17.3,0.5,-5.7,-18.8
Cc1ccc(N(C(C)C(=O)O)S(=O)(=O)c2c(C)[nH]c(=O)[nH]c2=O)cc1 (stereo unspecified),0.1,-0.809,10.5,.,.,-1.8,-5.6,.,-7.1

# In another format: entries from further up.
# Every second line gives: KLK5 inh | Cl transport mod | FXIIa inh | PERK inhibitor | Wee1 degr inh | FXIa inh | Thrombin inh | p97 inhibitor | Furin inhibitor
Cn1ccnc1SCC(=O)Nc1ccccc1
→ -11.3 | 2.2 | 15.2 | 0.2 | 0.8 | 5.0 | -7.4 | -0.7 | -8.4[20 µM]
CC1(C)Cc2nc3oc4c(SCC(N)=O)ncnc4c3cc2CO1
→ -2.1 | 0.278 | 5.0 | -0.7 | -0.6 | 0.8 | 2.7 | -3.1 | -6.8
Cc1ccc(N(C(C)C(=O)O)S(=O)(=O)c2c(C)[nH]c(=O)[nH]c2=O)cc1 (stereo unspecified)
→ 0.1 | -0.809 | 10.5 | . | . | -1.8 | -5.6 | . | -7.1
CCC(C)N(C(=O)c1csnn1)C(C(=O)NCc1ccc(F)cc1)c1ccco1 (stereo unspecified)
→ 5.7 | -0.139 | 14.5 | -1.1 | 2.3 | -17.3 | 0.5 | -5.7 | -18.8

# Continuation.
SMILES,KLK5 inh,Cl transport mod,FXIIa inh,PERK inhibitor,Wee1 degr inh,FXIa inh,Thrombin inh,p97 inhibitor,Furin inhibitor
CCOc1ccccc1-n1c(SCC(=O)N2CCCC2)nnc1-c1ccoc1C,-50.3,-0.00771,-14.2,-1.9,-1.2,-20.0,-4.7,2.4,-9.1
Cc1ccc(/C=C/C(=O)O)cc1S(=O)(=O)N1CCC(Cc2ccccc2)CC1,1.9,-2.01,6.8,-0.4,-2.9,-1.1,-4.9,-1.5,-29.9
Clc1ccc(CSc2nnc([C@@H]3CCCN3)o2)cc1,-14.8,.,-6.1,0.7,2.5,-6.2,-15.2,-2.7,-21.0
CCOC(=O)C1CCN(Cc2nc3ccc(Cl)cc3n2CCO)CC1,-8.7,.,25.0,-0.2,-1.4,3.4,5.7,-3.8,-15.0
O=C(CSc1nnnn1-c1ccccc1)N1N=CCC1c1ccccc1 (stereo unspecified),-5.7,-0.75,11.0,0.2,-1.0,-0.4,-9.1,-1.1,-11.8
COCCCN(C(=O)c1ccco1)c1nc(-c2cc(OC)ccc2OC)cs1,-16.0,.,-0.7,-1.2,2.9,14.6,0.0,4.4,-6.4
CCc1cc2ccccc2nc1SCC(=O)Nc1cc(OC)c(OC)cc1C(=O)O,19.0,-1.07,12.8,-0.1,5.3,8.1,16.4,-1.8,-13.1
CCCc1[nH]nc2c1C(c1cc(OC)cc(OC)c1)C(C#N)=C(N)O2 (stereo unspecified),-12.1,0.0757,16.2,1.2,0.7,1.5,2.1,1.9,-19.2[20 µM]
O=C(CSc1ccc(-c2cccs2)nn1)N1CCCCCC1,11.7,-1.55,0.8,-0.2,3.3,-0.5,-6.2,1.6,-11.8
COc1ccc(CCNc2nc(N3CCOCC3)nc(N3CCOCC3)n2)cc1OC,-8.8,-0.0451,1.5,-0.7,1.5,-9.1,-1.6,3.4,-14.6[20 µM]
CCOC(=O)C(Sc1ncc(C#N)c(N)n1)C(C)C (stereo unspecified),-11.4,-0.428,12.3,0.3,-0.4,-3.8,-2.2,-4.7,-7.6[20 µM]
COc1ccc(CC(=O)Nc2ccc(S(=O)(=O)Nc3nc(C)cc(C)n3)cc2)cc1,1.3,-5.89*,10.0,0.3,-0.8,0.9,-2.8,1.7,-15.1[20 µM]
N#CCCn1cc(/C=C/C(=O)O)c(-c2ccc(F)cc2)n1,-1.1,-0.77,3.9,1.0,-2.8,-4.6,2.9,5.4,-30.0
COc1ccc(C2CC(C(F)(F)F)n3nc(C(=O)NCCCn4ccnc4)cc3N2)cc1OC (stereo unspecified),-20.0,.,7.5,-0.3,-0.9,-1.3,-7.8,-2.6,-15.9
CC(=O)Nc1ccc(Nc2cc(C)nc3c(-c4ccc(Cl)cc4)c(C)nn23)cc1,-17.1,0.404,2.0,0.2,-0.4,2.2,-6.2,2.0,-13.0
COc1ccc(C)cc1NC(=O)c1ccoc1C,5.2,1.24,11.5,0.8,0.4,5.8,4.2,2.4,-25.4
Cc1cc(N2CC(C(=O)O)CC2=O)ccc1Br (stereo unspecified),7.0,.,11.8,-0.1,0.6,-24.7,-2.5,6.7,-6.9
O=C(CSC1=NCCS1)NC(c1ccccc1)c1ccccc1,-11.1,1.48,13.0,1.1,0.4,17.3,-5.1,3.2,-28.8
O=C(c1ccccc1)c1ccc2c(c1)OCCCO2,-7.3,-1.07,4.2,2.7,2.6,-3.0,-0.4,8.2,-6.7
Nc1nc(-c2ccccc2)cc(C(F)(F)F)n1,-6.6,0.694,19.2,0.3,6.8,2.5,2.0,1.0,-16.7[20 µM]
CC(=O)c1ccc(OC(=O)CCc2nc3ccccc3s2)cc1,2.8,0.0242,13.1,0.4,-0.6,11.6,4.8,-5.5,-10.5
CNc1cc(F)nc(F)n1,-3.1,-0.656,2.5,1.3,-2.6,-2.8,-6.0,4.2,-20.5
CCOC(=O)C1CCN(S(=O)(=O)c2ccc(C(C)(C)C)cc2)CC1,-2.4,-0.268,7.6,0.4,-0.7,-4.8,-8.3,0.9,-27.6
O=Cc1cccn1-c1sc2c(c1C(=O)O)CCCC2,-15.0,0.655,12.6,1.1,-3.1,6.4,-8.1,4.1,-10.5
Cn1nc(N)c2c(-c3ccc(Cl)cc3)c(C#N)c(N)nc21,-11.1,-1.49,7.2,-0.1,-0.7,4.5,1.2,-2.8,6.5
Cc1ccc(C(=O)O/N=C/c2ccc(N(C)C)cc2)cc1,.,1.53,10.5,1.2,2.4,3.4,2.8,4.4,-29.9
O=C(c1ccc2c(c1)[nH]c(=S)n1c3ccccc3nc21)N1CCN(c2cccc(Cl)c2)CC1,-1.9,0.0486,6.0,0.6,-1.8,-6.6,-22.2,5.6,-29.6
COc1ccc(/C=C/c2cc(C(F)(F)F)[nH]c(=O)n2)cc1OC,2.2,-3.63,9.1,0.1,-1.1,-1.9,-1.4,0.8,-14.3
CCNC(=S)N1CCc2cc(OC)c(OC)cc2C1COc1ccc(F)cc1 (stereo unspecified),-1.4,-0.25,7.5,-0.4,4.1,-0.2,-4.7,2.0,-30.7
Cc1ccc(NC(=O)C2CCCN(S(=O)(=O)c3cccs3)C2)cc1 (stereo unspecified),5.2,-0.44,0.6,-1.2,0.1,-14.9,-5.5,-4.2,-15.0
CCOC(=O)C1CCCN(C(=O)c2cc(Nc3ccc(OC)cc3OC)nc3ccccc23)C1 (stereo unspecified),-5.6,1.93,9.8,-0.6,-3.2,2.2,0.1,-2.8,-8.7[20 µM]
CCOC(=O)Cc1csc(NC(=O)C(NC(=O)C2CCCCC2)C(C)C)n1 (stereo unspecified),3.8,0.867,34.7,0.3,2.1,7.6,9.3,-7.7,-5.9
COc1cc2[nH]c(=O)n(C3CCCCC3)c(=O)c2cc1OC,1.8,-0.471,-3.2,-0.3,-2.2,-1.6,0.0,-0.6,-12.6[20 µM]
COC(C[C@@H](O)[C@H](C)[C@@H](O)COCc1ccccc1)OC,0.9,0.645,2.8,.,.,-1.8,-2.9,.,-23.9
Cc1cc(N)n(-c2ccc(S(=O)(=O)N3CCOCC3)cc2[N+](=O)[O-])n1,4.2,0.589,13.4,0.3,-3.9,-1.2,4.5,-2.6,-17.7
CC(=O)c1cccc(N(C(=O)Cn2nnc3ccccc32)C(C(=O)NC2CCCCC2)c2cn(C)nc2C)c1 (stereo unspecified),-2.6,.,8.8,-0.9,0.7,-4.2,-2.8,-5.0,-16.6[20 µM]
Cc1cccc(C)c1N(CC(=O)N/N=C/c1cc(Br)c(C)o1)S(C)(=O)=O,-15.7,0.101,11.9,0.2,-1.8,4.4,-0.1,-0.5,-1.4
S=c1[nH]nc(CSc2nc3ccccc3s2)o1,1.0,-5.5,22.1,0.3,-1.3,15.2,-16.3,3.8,-15.9
c1ccc2nc(-c3nccs3)ccc2c1,-2.8,0.992,6.0,0.4,3.6,-2.9,-5.6,0.7,-14.7
CCn1ncc(Br)c1C(=O)Nc1cc([N+](=O)[O-])ccc1C,3.4,-0.985,23.0,-1.4,2.2,19.0,54.3*,-2.7,-18.2
Cc1cc(C)n2nc(SCC(=O)N/N=C/c3cccc(Br)c3)nc2n1,0.9,1.2,-1.5,-1.1,1.2,-3.9,-1.1,-4.4,-8.4[20 µM]
O=C(N/N=C/C=C\c1ccccc1[N+](=O)[O-])c1cc(-c2ccc3ccccc3c2)n[nH]1,-13.6,-2.47,9.6,-0.5,-1.3,1.6,-1.8,7.2,-20.8
CCOc1cc(C2c3c(oc4cc(C)c(Cl)cc4c3=O)C(=O)N2Cc2ccco2)ccc1O (stereo unspecified),-7.9,.,-20.7,-2.2,-0.8,-18.5,-2.2,1.7,-13.4
O=S(=O)(NCc1ccccc1)NCc1ccccc1F,0.0,0.117,8.0,0.6,0.8,-2.7,-5.7,4.5,-23.2
Cn1c(=O)c2c(nc(N3CCN(C(=O)c4ccco4)CC3)n2CCSc2ncccn2)n(C)c1=O,8.2,0.678,2.2,1.4,4.3,-2.7,-2.5,0.2,-20.3
COc1ccc(OC)c(-n2nnnc2SCC(=O)O)c1,-21.1,-0.344,5.7,0.8,-1.6,-2.6,-1.0,3.6,-24.7[20 µM]
COc1ccccc1N(C)S(=O)(=O)c1ccc(Cl)c(C(=O)N2CCC(C(N)=O)CC2)c1,-4.2,-0.335,-5.3,0.2,-0.2,0.5,2.2,6.3,-22.0
